Bim-Bfl-1: disrupts Bim binding to human Bfl-1. Q16548. Bead-based flow cytometry, Bim-Bfl-1 binding inhibition. inhibition, % at 10 µM. hit rate 0.12% among 190,000. AID 1008;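 note: 0% = wells without compound plus tracer and 100% = blocker peptide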
Bcl-B Bim block: disrupts Bim peptide binding to human Bcl-B | inhibition, % at 10 µM | Q9HD36 | bead-based flow cytometry | AID 951 | hit rate 0.073% among 190,000;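 note: 0% = tracer peptide without compound and 100% = reference inhibitor peptide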
Bim-Bcl-2: disrupts Bim peptide binding to human Bcl-2. P10415. Bead-based flow cytometry, Bim peptide-Bcl-2 binding. inhibition, % at 10 µM. hit rate 0.06% among 190,000; in the data active = inhibition above about 40%; inconclusive = no clear call, values can overlap the other calls;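 note: 0% = no compound wells with probe peptide and 100% = reference peptide inhibitor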
Target sequence (P10415 whole entry, looked up): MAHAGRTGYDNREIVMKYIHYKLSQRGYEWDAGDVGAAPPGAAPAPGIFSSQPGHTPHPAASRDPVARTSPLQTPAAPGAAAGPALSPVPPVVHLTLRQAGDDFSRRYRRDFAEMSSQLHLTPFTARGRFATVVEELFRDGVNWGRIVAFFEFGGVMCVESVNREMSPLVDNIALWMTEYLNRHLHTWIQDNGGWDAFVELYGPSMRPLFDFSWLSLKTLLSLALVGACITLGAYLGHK
Bim-Bcl-XL: disrupts Bim peptide binding to human Bcl-XL | Q07817 | hit rate 0.04% among 190,000 | bead flow cytometry, fluorescence | AID 1007 | inhibition, % at 10 µM
Target sequence (Q07817 whole entry, looked up): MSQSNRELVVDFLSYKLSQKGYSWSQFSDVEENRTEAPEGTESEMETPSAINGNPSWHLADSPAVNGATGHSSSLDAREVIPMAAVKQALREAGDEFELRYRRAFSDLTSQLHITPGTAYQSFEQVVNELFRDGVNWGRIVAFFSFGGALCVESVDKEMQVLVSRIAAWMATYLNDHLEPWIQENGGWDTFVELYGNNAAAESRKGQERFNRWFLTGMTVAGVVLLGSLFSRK
RGS7-Gao: human RGS7-Galphao interaction regulation | Multiplexed bead flow cytometry, RGS7-Galphao binding; actives lie on both sides | binding response (% of control), % at 10 µM | hit rate 0.35% among 220,000 | AID 1439; in the data active = binding response below about 49% or above about 150%; inconclusive = no clear call, values can overlap the other calls; inactive = in between;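 note: fluorescent Galphao held in activated GDP-AlF4 state binding bead-coupled RGS7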
Target sequence (P09471 whole entry, looked up): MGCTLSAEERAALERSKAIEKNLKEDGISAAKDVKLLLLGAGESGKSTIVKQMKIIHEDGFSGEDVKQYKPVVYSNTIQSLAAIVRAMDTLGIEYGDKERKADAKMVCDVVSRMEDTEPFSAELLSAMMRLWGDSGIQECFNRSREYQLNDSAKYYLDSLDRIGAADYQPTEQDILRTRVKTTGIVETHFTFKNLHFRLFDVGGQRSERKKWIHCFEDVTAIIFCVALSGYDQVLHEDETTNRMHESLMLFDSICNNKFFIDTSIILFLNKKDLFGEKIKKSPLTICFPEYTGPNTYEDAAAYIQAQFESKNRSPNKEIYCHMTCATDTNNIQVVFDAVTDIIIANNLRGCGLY
Mcl1 Bid PPI: Mcl-1/Bid interaction inhibition | hit rate 0.97% among 220,000 | inhibition, % at 21.7 µM | AID 1021 | TR-FRET Mcl-1/Bid-Dy647 peptide binding, 1536-well;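 active = compounds that cut the binding signal by more than half at the single screening dose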;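 note: His-tagged Mcl-1 with europium anti-His antibody binding Bid BH3 peptide; 0% = Mcl-1 plus peptide wells and 100% = peptide-only wells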
RGS4-Gao reg: human RGS4-Galphao interaction regulation. Multiplexed bead flow cytometry, RGS4-Galphao binding; actives lie on both sides. binding response (% of control), % at 10 µM. hit rate 0.33% among 220,000; in the data active = binding response below about 49% or above about 150%; inactive = in between;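 note: fluorescent Galphao activated with aluminum fluoride binding bead-coupled RGS4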
Bcl-W Bim block: disrupts Bim peptide binding to human Bcl-W. AID 952. Q92843. bead-based flow cytometry. hit rate 0.02% among 190,000. inhibition, % at 10 µM;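 note: 0% = bound tracer without compound and 100% = peptide blocker; higher means less fluorescent Bim peptide bound to Bcl-W beads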
Bim-Mcl-1: human Bim-Mcl-1 interaction inhibition; inhibition, % at 10 µM; hit rate 0.1% among 190,000; Bead-based flow cytometry, Bim peptide-Mcl-1 binding;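 note: 0% = no compound tracer wells and 100% = peptide blocker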
GSH fluor: compound fluoresces at 488/530 nm on GSH beads; GSH beads flow cytometry, compound fluorescence 488/530 nm; hits give high values; fluorescence (KMESF) at 10 µM; hit rate 0.25% among 190,000; AID 1776; in the data active = fluorescence above about 89;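 note: glutathione beads carrying GST-tagged Bcl family fusion proteins plus one bare bead set; values are compound well signal with DMSO vehicle wells as background; inactives centre near 16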
RGS8-Gao: human RGS8-Galphao interaction regulation; P09471; multiplexed bead flow cytometry, RGS8-Galphao binding; actives lie on both sides; response (percent of control binding), % at 10 µM; hit rate 0.34% among 220,000; AID 1423; in the data active = response below about 60% or above about 140%; inactive = in between;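 note: Galphao activated as the GDP aluminium fluoride complex binding bead-coupled RGS8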
The depositor's hits bear a star; ? = inconclusive. Cut-off read from the data, not from the text of the source, unless noted: active = inhibition above about 40%.

Results follow in this order: Bim-Bfl-1	Bcl-B Bim block	Bim-Bcl-2	Bim-Bcl-XL	RGS7-Gao	Mcl1 Bid PPI	RGS4-Gao reg	Bcl-W Bim block	Bim-Mcl-1	GSH fluor	RGS8-Gao
> COc1cccc(CNC(=O)C2=Cc3cccc(OC)c3OC2)c1
 : -2	1	0	0	98	-10	100	0	1	12	103
> Clc1ccc(-c2nnc3sc(-c4ccccn4)nn23)cc1
 : 0	1	1	0	106	-17	103	1	3	13	98
> COc1cc(/C=N/NC(=S)Nc2cccc(Cl)c2C)ccc1OCC(=O)N1CC(C)OC(C)C1 (stereo not drawn)
 : 0	-5	-5	-4	101	-20	105	-1	-4	13	102
> CC(/C=C/c1ccccc1)=N\NC(=O)Cn1nc(C)cc1C
 : 3	-2	0	-6	106	-30	103	-5	-6	11	89
> C=CCOC(=O)C1=C(C)OC(N)=C(C#N)C1c1ccc(OC)c(CSc2ccccn2)c1 (stereo not drawn)
 : -6	-9	0	-11	95	-21	97	-6	-6	18	99
> O=C(CSc1ncnc2c1cnn2-c1ccccc1Cl)N1CCN(C(=O)c2ccco2)CC1
 : -10	-9	-7	-5	96	-17	101	3	-2	11	102
> Cc1cccc(NC(=S)NC23CN4CN(CN(C4)C2)C3)c1
 : -2	0	3	2	101	-75	103	1	1	21	106
> Cc1cc(C)cc(N(CC(=O)NCc2ccco2)S(=O)(=O)c2c(C)noc2C)c1
 : -9	-9	-11	-7	96	-10	102	-1	-6	23	98
> O=C(CC1CCCC1)Nc1nnc(C2CC2)s1
 : -8	-6	-3	-1	104	-18	100	-3	-1	39	100
> CC(NC(=O)CCc1nnc(Cc2cccc(C(F)(F)F)c2)o1)C1CC1 (stereo not drawn)
 : -11	-6	-3	-4	109	-35	109	-3	-2	14	108
> CN(C(=O)COC(=O)c1ccc2ccccc2n1)C1CCS(=O)(=O)C1 (stereo not drawn)
 : -1	0	0	2	100	-7	100	2	3	17	101
> Cc1ncsc1CCOC(=O)c1ccc(N2CCOCC2)c([N+](=O)[O-])c1
 : -6	-5	-6	-2	100	-5	99	-1	-1	17	100
> O=C(c1cn(-c2ccccc2)nc1-c1ccc(Br)cc1)N1CCOCC1
 : -3	-4	-2	-8	103	-12	100	-4	-4	12	105
> COc1ccc(/C=C/c2noc(-c3ccccc3O)n2)cc1
 : -15	-7	-15	-2	99	-21	100	-6	-4	16	100
> C=CCNCCCCOc1ccc(Br)cc1C
 : -2	-6	-3	-6	104	20	103	-3	-4	10	108
> CNC(=S)NNc1nc(N2CCOCC2)nc(N2CCOCC2)n1
 : -5	-9	1	-4	103	-45	100	-1	-1	14	103
> COc1cc(OC)nc(NC(=O)C(C)C)n1
 : -8	-4	-7	0	99	-11	102	1	1	23	99
> COC(=O)c1ccc(Oc2nc(NC(C)C)nc(SC)n2)cc1
 : 0	0	0	-1	103	4	101	0	1	21	101
> Fc1cccc(C2CCCCN2Cc2nc(C3CC3)no2)c1 (stereo not drawn)
 : -8	-10	-7	-7	114	-30	103	-2	-1	16	104
> Nc1ccc(C(=O)OCC(=O)N2CCN(C(=O)c3ccco3)CC2)cc1[N+](=O)[O-]
 : -5	-3	-3	-7	100	-6	102	-5	-5	17	101
> CC(=O)Nc1ccc(S(=O)(=O)NCC(=O)OCC(=O)N2CCN(c3ccccc3)CC2)cc1
 : -1	-7	-4	-6	79	-36	82	-6	-5	12	71
> CCC(C)(C)NC(=O)C(c1cccnc1)N(CCOC)C(=O)Cn1nnc2ccccc21 (stereo not drawn)
 : -3	0	-2	-2	100	-3	95	-4	0	24	98
> CC(=O)c1c(C)oc(C)c1CSCc1ccc(C(=O)O)o1
 : -1	-4	-2	-2	107	-16	106	0	-1	16	107
> O=C(Nc1ccccc1)C1=C[C@@H](C2CCCCC2)C[C@@H](OCCCCO)O1
 : -4	-3	0	-3	87	-1	89	0	0	18	89
> CCOc1ccc2nc(NCCCNS(=O)(=O)c3ccc(C)cc3)c(C#N)cc2c1
 : 2	-18	0	-3	100	21	96	-3	-2	15	102
> Cc1ccc(Cl)cc1N1CCN(c2cccc[n+]2C)CC1
 : 26	11	21	30	103	2	103	19	24	5	101
> COc1c([N+](=O)[O-])c(=O)oc2ccccc12
 : -4	-5	-2	-9	105	14	102	-7	-8	20	101
> C#CCNC(=O)C1=C[C@H](C2CCCCC2)C[C@H](OCc2ccc(CO)cc2)O1
 : -5	-7	-5	-4	97	-4	97	-3	-3	20	99
> O=C1CC(c2ccccc2Cl)C2=C(COC2=O)N1 (stereo not drawn)
 : -13	-7	-7	-5	87	-32	91	0	1	53	94
> Cc1c(/C=N/NC(=O)c2sc3ccccc3c2Cl)cnn1C
 : 0	3	2	2	98	-21	96	2	1	21	98
> O=C(COc1cccc2c1CCN(Cc1ccccc1F)C2=O)N1CCOCC1
 : -6	-2	-4	0	98	-26	99	0	-1	21	98
> Cc1cccc(C)c1NC(=O)CSc1nc(C)c(CC(=O)c2ccc(Br)cc2)c(C)c1C#N
 : 5	6	6	0	99	-46	103	-1	2	4	102
> O=C1CC(C(F)(F)C(F)(F)C(F)(F)F)=Nc2ccccc2N1
 : 4	8	-11	5	109	-2	107	3	4	18	124
> CCOC(=O)N1CCC(N(CCN(C)C)C(=S)Nc2ccc(F)c(Cl)c2)CC1
 : 6	-9	-1	-3	102	-22	105	-1	-2	68	102
> O=C1[C@@H]2[C@H](C(=O)N1O)[C@H]1C=C[C@@H]2C1
 : -14	-8	-10	-5	104	-16	106	0	-2	22	104
> O=C(NCc1ccco1)c1cc(-c2ccccc2)c(N2CCOCC2)s1
 : 10	6	2	10	102	-25	100	7	8	23	97
> Cc1cc(=O)[nH]c(-n2nc(C)cc2C)n1
 : -1	3	1	1	98	-18	100	3	0	14	100
> c1cncc(-c2nnc3n2CCC3)c1
 : 1	5	-1	0	108	49	106	3	0	16	116
> CCC(C)OC(=O)c1[nH]c2c(c1C)C(=O)CC(c1ccc(N(C)C)cc1)C2 (stereo not drawn)
 : -6	-5	-2	-7	97	-17	96	-7	0	15	98
> O=C(c1cc(Cl)cc(Cl)c1)N1CCC(=O)N(C(COCc2ccccc2)Cc2ccccc2)CC1 (stereo not drawn)
 : 0	-2	3	-2	96	8	98	-2	-2	19	105

Some of these compounds in order of the RGS8-Gao value, lowest first:
Results follow in this order: Bim-Bfl-1	Bcl-B Bim block	Bim-Bcl-2	Bim-Bcl-XL	RGS7-Gao	Mcl1 Bid PPI	RGS4-Gao reg	Bcl-W Bim block	Bim-Mcl-1	GSH fluor	RGS8-Gao
> CC(=O)Nc1ccc(S(=O)(=O)NCC(=O)OCC(=O)N2CCN(c3ccccc3)CC2)cc1
 : -1	-7	-4	-6	79	-36	82	-6	-5	12	71
> COc1c([N+](=O)[O-])c(=O)oc2ccccc12
 : -4	-5	-2	-9	105	14	102	-7	-8	20	101
> Cc1cccc(C)c1NC(=O)CSc1nc(C)c(CC(=O)c2ccc(Br)cc2)c(C)c1C#N
 : 5	6	6	0	99	-46	103	-1	2	4	102

(list continues)
Results follow in this order: Bim-Bfl-1	Bcl-B Bim block	Bim-Bcl-2	Bim-Bcl-XL	RGS7-Gao	Mcl1 Bid PPI	RGS4-Gao reg	Bcl-W Bim block	Bim-Mcl-1	GSH fluor	RGS8-Gao
> C[C@]12CC[C@@H]3c4ccc(O)cc4CC[C@H]3[C@@H]1C[C@@H](O)[C@@H]2O[C@@H]1O[C@H](C(=O)O)[C@@H](O)[C@H](O)[C@H]1O
 : 0	-7	4	-6	102	2	102	-2	-2	21	101
> O=C(CN1NS(=O)(=O)c2ccccc2C1=O)Nc1ccccc1OC(F)F
 : -9	-5	-7	9	100	2	98	-4	-9	35	91
> COc1ccccc1OCC(=O)N1CCNC1=O
 : -7	-6	-9	-4	106	5	106	1	0	24	101
> COc1ccc(CCNC(=O)Cn2cccc2C(=O)c2ccccc2C)cc1OC
 : -2	-7	-3	-7	104	-16	104	-5	-6	22	103
> CCCC1CCc2c(sc(NC(=O)c3cccs3)c2C(N)=O)C1 (stereo not drawn)
 : 3	-1	2	-1	97	-6	99	0	0	11	98
> O=C(c1ccccn1)N(Cc1ccco1)C1(C(=O)NC2CCCCC2)CCCCC1
 : -9	-5	-9	9	101	-4	102	0	3	24	100
> CC(Sc1nnnn1C)C(=O)Nc1ccc2c(c1)OCCO2 (stereo not drawn)
 : -5	-3	0	-6	100	-2	103	-3	-1	12	102
> O=C(COC(=O)/C=C/c1ccccc1[N+](=O)[O-])NC1CCS(=O)(=O)C1 (stereo not drawn)
 : -4	-4	-4	-3	102	-21	103	-1	-3	19	105
> O=C(Nc1ccc(F)cc1)Nc1nnc(-c2ccco2)s1
 : -11	-7	-1	-2	105	-4	102	-1	-2	11	101
> O=C(N/N=C\c1cccs1)c1sccc1-n1cccc1
 : 0	0	-1	-3	102	-22	102	3	-1	14	100
> CCC(=O)Nc1ccc(-c2ccc(NC(=O)CC)c(OC)c2)cc1OC
 : -5	0	0	-2	101	-18	104	0	-1	12	100
> CCOCCCNCc1ccc(OCc2ccccc2C)c(OC)c1
 : -3	-4	-3	-4	?	-34	100	-3	-2	20	101
> N#Cc1nc(Cc2cccc3ccccc23)oc1NCc1ccco1
 : 0	0	-1	-2	100	-27	102	1	0	24	101
> COc1ccc(N=C2SC(CC(=O)Nc3ccccc3)C(=O)N2CCN2CCOCC2)cc1 (stereo not drawn)
 : -7	-5	-8	-1	?	-4	102	-5	-1	13	102
> Cc1cc(NC(=O)CCC(=O)N(c2cccnc2)C(C(=O)NC2CCCC2)c2ccccc2)no1 (stereo not drawn)
 : -9	-8	-6	0	102	-7	103	-3	-4	31	103
> COc1ccc(C2C=C(C)Nc3nc(SC)nn32)cc1 (stereo not drawn)
 : -6	3	-4	2	103	-28	101	1	2	42	103
> CCCCNC(=O)CN1C(=O)NC2(CCCc3ccccc32)C1=O (stereo not drawn)
 : -5	-1	-1	-2	97	-25	94	-3	-2	29	100

Screening results deposited in PubChem by several laboratories.
